Source: PubChem BioAssay
SUMO1-SIM PPI: SUMO1-SIM interaction modulation. P63165. SUMO1 binding to a labelled peptide, TR-FRET, 1 h. inhibition, % at 20 µM. 360,000 tested, 0.33% active; in the data active = inhibition above about 37%
Target sequence (P63165 whole entry, looked up): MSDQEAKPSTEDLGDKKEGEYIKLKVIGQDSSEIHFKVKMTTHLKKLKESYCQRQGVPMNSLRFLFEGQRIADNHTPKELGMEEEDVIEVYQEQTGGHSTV
Tb MetRS inh: Trypanosoma brucei MetRS inhibition; purified T. brucei MetRS, ATP depletion, Kinase-Glo luminescence; inhibition, % at 11.9 µM; 360,000 tested, 0.4% active; AID 624268;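 active = inhibition above a per-plate cutoff of the control wells' mean inhibition plus 3 SD, cut at about 5.5% in these data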;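 also: 0% = DMSO wells median and 100% = median of wells with control inhibitor compound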
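Material: T. brucei methionyl-tRNA synthetase, purified; reagent: substrates ATP, L-methionine and bulk Escherichia coli tRNA; dosing: 11.9 µM single point; timing: 15 min plus 2 h at 25 °C; detection: luminescence of leftover ATP; evaluation: % inhibition; control set: DMSO-only wells as low control; replicates: singlicate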
Rpn11 inh: Rpn11 (human) deubiquitinase inhibition; O00487; human 26S proteasome, Ub4-pepOG fluorescence polarization; 20S core pre-blocked with epoxomicin; calls only at 20 µM; 360,000 tested, 0.59% active; AID 588493;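 active = inhibition at 20 µM, scaled to each plate's controls, above about 33%, limit read from the data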
Target sequence (O00487 whole entry, looked up): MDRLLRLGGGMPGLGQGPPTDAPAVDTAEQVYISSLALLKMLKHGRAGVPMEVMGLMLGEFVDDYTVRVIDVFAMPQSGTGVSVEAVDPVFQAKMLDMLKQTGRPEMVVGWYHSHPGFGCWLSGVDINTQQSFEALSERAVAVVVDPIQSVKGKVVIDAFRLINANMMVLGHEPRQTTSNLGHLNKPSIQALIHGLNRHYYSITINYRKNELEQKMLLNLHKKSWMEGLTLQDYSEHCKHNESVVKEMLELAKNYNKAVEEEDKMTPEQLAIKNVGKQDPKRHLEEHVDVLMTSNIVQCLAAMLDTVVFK
CSN inh: inhibitors of human CSN-mediated cullin deneddylation; 360,000 tested, 0.38% active; inhibition, % at 12.5 µM; Purified CSN, SCF-Nedd8-OG deneddylation, fluorescence polarization; Q92905; AID 651999;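 active = pattern-corrected inhibition above about 35%, with an unprinted fluorescence ratio check between 0.5 and 1.5, limit read from the data, passing the limit was not always enough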;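 also: 0% = enzyme with substrate and 100% = substrate without enzyme; some results filed as inactive read as strong as hits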
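Schedule: reaction 90 min, room temperature / Assay system: HEK293T-derived human Csn5 enzyme / Input: Csn5 at 0.24 nM final / Measure: inhibition of Csn5 cleavage, % / Control set: substrate-only high control, full reaction low control / Technique: fluorescence polarization of the substrate / Buffer or medium: Tris/NaCl/DTT buffer, pH 7.5 / Reagent: SCFSkp2-Nedd8OG substrate at 10 nM final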
STEP block: inhibitors of human striatal-enriched phosphatase STEP; P54829; recombinant STEP, OMFP fluorogenic substrate, fluorescence; inhibition, % at 20 µM; 360,000 tested, 0.25% active; AID 588621;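 active = inhibition at 20 µM, scaled per plate between control wells, above about 37%, limit read from the data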;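 also: 0% = DMSO with enzyme and substrate and 100% = substrate only without enzyme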
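System: STEP phosphatase, cell-free reaction; Buffer or medium: Bis-Tris pH 6.0 buffer with DTT, detergent; Incubation: 20 min at room temperature, dark; Measured by: fluorescence, 480/540 nm.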
LMPTP block: LMPTP (human) inhibition | P24666 | recombinant LMPTP-A, OMFP fluorogenic substrate, fluorescence intensity | inhibition, % at 20 µM | 360,000 tested, 0.22% active | AID 651560;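 active = compounds that cut the enzyme signal by at least half of the control window in the single-dose screen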;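 also: plate controls were DMSO wells with enzyme plus substrate for no effect and substrate without enzyme for full effect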
Target sequence (P24666 whole entry, looked up): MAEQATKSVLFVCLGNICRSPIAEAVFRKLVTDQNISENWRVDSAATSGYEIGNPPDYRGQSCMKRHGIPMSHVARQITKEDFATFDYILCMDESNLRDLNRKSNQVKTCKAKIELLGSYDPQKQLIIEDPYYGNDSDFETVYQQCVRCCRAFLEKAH
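Test system – LMPTP-A enzyme · Amount – LMPTP-A at 0.625 nM final in the reaction · Buffer or medium – Bis-Tris pH 6.0, DTT, detergent · Reagent – OMFP 400 µM · Doses – single 20 µM dose · Schedule – reaction 50 min, room temperature, dark · Detection – fluorescence intensity of OMFP turnover product · Evaluation – percent inhibition versus substrate-only and uninhibited controls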
NadD block: inhibitors of Staphylococcus aureus NadD; purified NadD enzyme, colorimetric absorbance read-out; inhibition, % at 20 µM; 360,000 tested, 0.78% active; AID 602399; in the data active = inhibition above about 26%; also: some compounds past the cut are filed as inactive
MsrA inh: inhibits bovine methionine sulfoxide reductase A. purified bovine MsrA, absorbance read-out. AID 651718. inhibition, % at 15.5 µM. 360,000 tested, 0.75% active; in the data active = inhibition above about 4.5%;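 also: 0% = vehicle wells with enzyme and 100% = reference inhibitor wells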
DNMT1 inh: blocks human DNA methyltransferase DNMT1 | inhibition (reported as % activation of signal), % at 10 µM | P26358 | 360,000 tested, 0.83% active | AID 588458 | DNMT1 molecular beacon, Hinp1I cleavage, fluorescence; in the data active = inhibition above about 50%
Scp-1 inhibitor: blocks human Scp-1 phosphatase activity; Q9GZU7; Recombinant Scp1, phosphopeptide, malachite green phosphate absorbance; inhibition, % at 20 µM; 340,000 tested, 0.88% active; AID 493091;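 active = inhibition above about 50% at 20 µM, limit read from the data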;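 also: plate controls were DMSO wells with enzyme for no effect and wells lacking enzyme for full effect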
Target sequence (Q9GZU7 76-261 limits assumed): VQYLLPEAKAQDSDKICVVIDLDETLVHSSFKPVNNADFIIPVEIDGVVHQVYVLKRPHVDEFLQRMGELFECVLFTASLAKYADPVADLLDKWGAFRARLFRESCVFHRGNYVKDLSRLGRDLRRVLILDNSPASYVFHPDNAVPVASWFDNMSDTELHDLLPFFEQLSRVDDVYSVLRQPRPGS
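Test system: SCP-1 catalytic domain; Buffer or medium: Acidic Tris acetate buffer with magnesium and detergent; Also added: Phosphorylated 17-residue peptide substrate; Compound: single 20 µM dose, 1% DMSO; Schedule: enzyme reaction 45 min at room temperature, colour 5 min, stabilisation 30 min; Signal: Phosphate-binding colour reagent, absorbance read at 630 nm.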
Numbers without * were called inactive; i = inactive; . = no result given.

SMILES	SUMO1-SIM PPI	Tb MetRS inh	Rpn11 inh	CSN inh	STEP block	LMPTP block	NadD block	MsrA inh	DNMT1 inh	Scp-1 inhibitor
O=c1c2cc(-c3ccccc3)sc2nc2n1N=C(c1ccccc1)CS2	29	0.1	i	10	6	42	20	-0.9	19	108*
CCN(CC(=O)Nc1ccc(NC(C)=O)cc1)CC(=O)Nc1ccccc1C(=O)c1ccccc1	2	-0.3	i	2	-1	-0.3	2	1.9	1	-3
O=S(=O)(c1cccc2nonc12)N1CCCCCC1	-16	-0.4	i	5	-2	-0.9	-4	0.4	1	-7
C[C@H](/C=C/[C@@]1(O)[C@H](C)C[C@H](O)CC1(C)C)O[C@@H]1O[C@H](CO)[C@@H](O)[C@H](O)[C@H]1O	0	-0.1	i	1	-2	-2.2	-4	0.4	-4	-7
O=C(O)C1C2C=CC(C2)C1C(=O)N1CCN(C/C=C/c2ccccc2)CC1 (configuration not stated)	-4	-0.5	i	-1	-2	-4.4	-3	0.2	1	12
c1ccc(Oc2ccc(-c3cc(NCCc4cccnc4)n4nccc4n3)cc2)cc1	3	0.1	i	-1	-1	2.6	2	0.4	-5	.
O=C(CCc1nnc2ccc(NCc3ccccc3)nn12)NC1CCCC1	1	-0.5	i	-5	-3	-0.4	0	0.5	0	-6
COc1ccc(NC(=S)NCCCN2CCOCC2)cc1	-1	0.2	i	-4	-4	-3.2	-1	-0.3	0	-17
COc1ccc(OC)c(NC(=O)C2=C(C)NC(=O)NC2c2cccs2)c1 (configuration not stated)	-4	-0.6	i	-15	1	0.5	1	1.6	0	9
CCOC(=O)CSc1nc(N)nc(C)c1Br	3	-1.0	i	0	-4	-0.6	-4	0.2	1	-7
Cn1nc(C(=O)NCC(c2cccs2)N2CCOCC2)c2ccccc2c1=O (configuration not stated)	-1	-0.4	i	-1	-2	-2.4	-1	1.6	5	-10
COC1CCN(C(=O)c2cc(COc3ccc(-n4cncn4)cc3)on2)CC1	1	0.1	i	-5	-1	-1.7	-7	0.3	3	0
O=C(Nc1ccccc1)/C(=C\c1ccc(F)cc1)NC(=O)c1ccco1	8	-0.4	i	11	0	-1.9	1	-0.6	-1	-3
COc1ccc2c(c1)[nH]c1c(N3CCN(Cc4ccc5c(c4)OCO5)CC3)ncnc12	14	2.4	i	-1	-1	9.0	17	3.2	-10	-21
COc1cc(C2Nc3ccccc3C(=O)N2c2ccccc2)ccc1O (configuration not stated)	0	-0.6	i	3	-2	0.3	-2	1.1	-2	-2
CC1=C(C(=O)OCc2ccc([N+](=O)[O-])cc2)N2C(=O)C(NC(=O)Cc3ccccc3)C2SC1 (configuration not stated)	2	0.0	i	-1	32	3.6	-1	-0.7	16	23
Cn1cnnc1SC1CCCCC1NS(=O)(=O)c1ccc(Cl)cc1 (configuration not stated)	2	-0.4	i	-2	-2	-0.5	6	0.3	0	-5
COC(=O)c1nnn(-c2nonc2N)c1CSc1ccc(Cl)cc1	-2	-0.9	i	0	5	-2.4	1	-0.1	-2	-9
COc1cc(NS(=O)(=O)c2cn(C)cn2)cc(OC)c1	0	0.1	i	3	-2	0.6	0	0.0	0	-2
O=[N+]([O-])c1ccc(S(=O)(=O)Nc2cccc(-c3ccc(N4CCOCC4)nn3)c2)cc1	-24	-0.4	i	1	-1	1.5	3	0.6	-2	4
CCCNC(=O)OCC12CC3CC(CC(C3)C1)C2	2	-0.3	i	-6	1	1.0	0	0.2	-14	-9
O=C(NCc1ccco1)c1nnc(Cc2ccc(F)cc2)o1	-3	-0.6	i	1	-1	0.2	2	0.2	4	-3
c1ccc(C(c2ccccc2)N2CCN(Cc3nnnn3C3CCCC3)CC2)cc1	-3	-1.5	i	-3	0	-1.2	-7	-1.9	-5	-2
c1csc(-c2nn[nH]n2)c1	-2	-2.0	i	1	-11	1.4	2	-0.9	2	0
COc1ccccc1NS(=O)(=O)c1cc(N)ccc1N1CCCC1	1	-0.4	i	-1	1	5.9	15	0.3	-25	-3

The last 3 entries of the part above come first, to join the parts:
SMILES	SUMO1-SIM PPI	Tb MetRS inh	Rpn11 inh	CSN inh	STEP block	LMPTP block	NadD block	MsrA inh	DNMT1 inh	Scp-1 inhibitor
c1ccc(C(c2ccccc2)N2CCN(Cc3nnnn3C3CCCC3)CC2)cc1	-3	-1.5	i	-3	0	-1.2	-7	-1.9	-5	-2
c1csc(-c2nn[nH]n2)c1	-2	-2.0	i	1	-11	1.4	2	-0.9	2	0
COc1ccccc1NS(=O)(=O)c1cc(N)ccc1N1CCCC1	1	-0.4	i	-1	1	5.9	15	0.3	-25	-3
CCc1cc2cc3c(cc2nc1SCC(=O)N1CCN(C(=O)c2ccco2)CC1)OCO3	9	0.7	i	10	4	-0.5	20	0.5	15	7
O=C(c1ccccc1F)N1CCC2CC1c1cc(-c3ccc4c(c3)OCO4)ccc12 (configuration not stated)	2	-1.2	i	2	2	6.9	0	1.2	-1	.
O=C(COC(=O)c1cc([N+](=O)[O-])ccc1Cl)NC1CCCC1	-33	-0.4	i	5	-2	-0.3	-3	0.6	0	-1
CN(CC(=O)Nc1ccc(Cl)c(Cl)c1)C(=O)CC1OC(=O)c2ccccc21 (configuration not stated)	1	1.8	i	1	0	0.7	6	-0.8	-1	-8
Cc1cccc(CCNC(=O)C2CCN(S(=O)(=O)c3cccc4cccnc34)CC2)c1	2	-0.1	i	4	-4	-1.7	3	0.6	2	-1
CCc1nnc(NS(=O)(=O)c2ccc(N/C=C/C(=O)c3ccc(C)cc3)cc2)s1	1	0.9	i	1	4	-1.0	16	0.2	1	-5
COc1ccccc1CNC(=O)c1ccc2nc(N3CCOCC3)sc2c1	0	-0.1	i	3	-1	1.0	1	-1.0	1	-9
CCC1CCCCN1Cc1nc2c(c(=O)n(C)c(=O)n2C)n1CCCc1ccccc1 (configuration not stated)	3	-0.9	i	4	-3	1.2	0	0.7	-2	-9
Cn1nc(C(=O)Nc2nc3ccccc3[nH]2)c2ccccc2c1=O	4	0.0	i	-3	2	-0.4	3	1.6	-18	-11
COc1ccc(CN2CCC(Cc3ccccc3)CC2)cc1OC	2	0.2	i	5	9	-2.0	1	-0.2	0	-5
COCCN1Cc2cccc(C(=O)Nc3ccccc3OC)c2C1=O	-2	-0.2	i	5	0	-0.4	0	-0.3	3	-10

Record cards, from the list above. Order of screens: SUMO1-SIM PPI	Tb MetRS inh	Rpn11 inh	CSN inh	STEP block	LMPTP block	NadD block	MsrA inh	DNMT1 inh	Scp-1 inhibitor
Profile of `Cc1cccc(CCNC(=O)C2CCN(S(=O)(=O)c3cccc4cccnc34)CC2)c1` → 2	-0.1	i	4	-4	-1.7	3	0.6	2	-1
Profile of `Cn1nc(C(=O)Nc2nc3ccccc3[nH]2)c2ccccc2c1=O` → 4	0.0	i	-3	2	-0.4	3	1.6	-18	-11

Ordered by the number under CSN inh (ascending): 3 of the compounds above
Compound	CSN inh
CN(CC(=O)Nc1ccc(Cl)c(Cl)c1)C(=O)CC1OC(=O)c2ccccc21 (configuration not stated)	1
O=C(c1ccccc1F)N1CCC2CC1c1cc(-c3ccc4c(c3)OCO4)ccc12 (configuration not stated)	2
CCc1cc2cc3c(cc2nc1SCC(=O)N1CCN(C(=O)c2ccco2)CC1)OCO3	10
